# Source: PubChem BioAssay (National Center for Advancing Translational Sciences (NCATS))
# RGS4 inhibitor = inhibitors of human regulator of G protein signaling 4 | Transcreener GDP fluorescence polarization, RGS4-accelerated GTP hydrolysis | Potency, µM (highest dose often 114 µM), for inactives: at the highest dose activity change, negative = inhibition, most hits filed as inhibitors | 0.039% of 390,000 active; further: potency means the concentration at half of the fitted maximal effect; on the % scale 0 is the no-effect control and ±100 the full control effect; nearly all actives have a fitted effect of over 75% in size; some results filed as inactive show a strong effect at the top dose
# Target sequence (P49798 whole entry, looked up): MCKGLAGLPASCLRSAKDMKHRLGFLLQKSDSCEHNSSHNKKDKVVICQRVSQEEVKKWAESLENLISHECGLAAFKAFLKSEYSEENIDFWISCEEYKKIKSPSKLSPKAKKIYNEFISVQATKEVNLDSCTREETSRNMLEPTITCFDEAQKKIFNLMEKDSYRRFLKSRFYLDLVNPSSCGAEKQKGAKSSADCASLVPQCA
#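 MLSMR compounds (23 nl, pin-transferred) preincubated 10 min at room temperature with a 500nM (2x) first reagent, then RGS4 at 900nM (2x) plus Transcreener GDP mix added; fluorescence polarization (620/688 nm) read before and after 90 min at 30 °C.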
# APEX1 inh = inhibitors of human APE1 endonuclease; P27695; recombinant APE1, TAMRA/BHQ-2 abasic DNA cleavage fluorescence; Potency, µM (doses to about 65.8 µM), for the others: at the top dose activity change, negative = inhibition, usual class: inhibitors; 0.35% of 350,000 active; AID 2517;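 further: potency means the concentration at half of the fitted maximal effect; plate controls were vehicle for no effect and reference inhibitor for full effect; nearly all actives have a fitted effect of over 55% in size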
#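 APE1 at 0.75 nM final was preincubated with compound 15 min at room temperature, then 50 nM double-stranded THF abasic-site substrate (5'-TAMRA/3'-BHQ-2) was added. Fluorescence (ex 525/em 598 nm) was read kinetically; third-minus-first read gave activity.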
# ERG-DNA inh = inhibitors of human ERG Ets domain-DNA interaction. P11308. fluorescence polarization, His-ERG Ets domain / labelled DNA. 0.028% of 370,000 active. Potency, µM (series often up to 76.9 µM), for inactives: at the highest dose FP activity, negative = inhibition, usual class: inhibitors. AID 624246; active means well fitted inhibition curve with a large enough effect in the polarisation, with a control signal flat; inconclusive means small, poorly fitted or top-dose-only effect, or effect the other way, or a change in a side signal; inactive means no such curve, though single readings can be large or run the other way; the % refers to the polarisation;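 further: polarization taken with two DNA probes labelled with fluorescein and Texas red; potency means the concentration at half of the fitted maximal effect; % of control where 0% means no effect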
#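 His-tagged ERG Ets domain (1 uM in the protein solution; 300mM KCl, 50mM Tris-HCl, 1mM EDTA, 1mM DTT, pH 7.5) received compound, then a probe mix of 5 nM fluorescein-DNA and 100nM Texas-615-DNA. Fluorescence polarization was read for both dyes.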
# Pol beta inh = inhibitors of human DNA polymerase beta. Pol beta primer extension/strand displacement, fluorescence kinetic. Potency, µM (highest dose often 114 µM), for inactives: at the highest dose activity change, negative = inhibition, hits mostly inhibitors. 1.3% of 340,000 active; further: potency means the concentration at half of the fitted maximal effect; on the % scale 0 is the no-effect control and ±100 the full control effect
#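 Curves were derived by four-parameter Hill fits of normalized qHTS data. The kinetic fluorescent primer-extension read was taken at 0 and 10 min after 50 nM substrate, following a 15 min room-temperature preincubation of 10 nM enzyme with compounds.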
# POLH inh = blocks human DNA polymerase eta activity. recombinant Pol eta, fluorescent DNA replication assay. Potency, µM (titrated, usually from 114 µM), for inactives: top-dose activity change, negative = inhibition, usual class: inhibitors. 1.2% of 390,000 active. AID 588591; further: potency means the concentration at half of the fitted maximal effect; on the % scale 0 is the no-effect control and ±100 the full control effect
#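 Pol eta (10 nM) was preincubated with compounds for 15 min at room temperature, after which fluorescent replication substrate (50 nM final) was added to start the reaction. Fluorescence was read kinetically at 0 and 10 min.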
# 12-LOX inh = inhibitors of human 12S-lipoxygenase ALOX12 | 1.1% of 580,000 active | AID 1671190 | purified 12hLO, xylenol orange hydroperoxide absorbance | P18054 | Potency, µM (series often up to 108 µM), for inactives: at the top dose activity change, negative = inhibition, usual class: inhibitors; further: potency means the concentration at half of the fitted maximal effect; on the % scale 0 is the no-effect control and ±100 the full control effect
# Target sequence (P18054 whole entry, looked up): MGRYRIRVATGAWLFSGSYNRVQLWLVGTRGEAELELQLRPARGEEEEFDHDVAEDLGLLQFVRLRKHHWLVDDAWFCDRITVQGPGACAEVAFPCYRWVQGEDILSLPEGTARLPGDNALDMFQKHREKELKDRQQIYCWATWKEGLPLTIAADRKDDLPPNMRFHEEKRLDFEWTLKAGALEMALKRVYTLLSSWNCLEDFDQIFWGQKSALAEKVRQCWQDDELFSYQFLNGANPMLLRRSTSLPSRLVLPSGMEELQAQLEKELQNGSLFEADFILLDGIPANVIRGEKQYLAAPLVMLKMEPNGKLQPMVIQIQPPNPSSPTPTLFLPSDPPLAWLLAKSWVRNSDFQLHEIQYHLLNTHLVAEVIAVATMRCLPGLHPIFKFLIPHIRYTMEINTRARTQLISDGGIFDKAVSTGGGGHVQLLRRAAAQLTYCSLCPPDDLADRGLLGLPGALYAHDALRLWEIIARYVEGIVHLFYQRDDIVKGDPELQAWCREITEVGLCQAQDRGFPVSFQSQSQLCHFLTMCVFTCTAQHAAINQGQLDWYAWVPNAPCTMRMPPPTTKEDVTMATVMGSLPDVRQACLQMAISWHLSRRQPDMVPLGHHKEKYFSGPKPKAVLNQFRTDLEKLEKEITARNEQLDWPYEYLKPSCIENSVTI
#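 Purified human 12hLO at 150 nM in 25 mM Hepes, 0.01% Triton X-100, pH 7.0, preincubated 15 min at room temperature with compound. Reaction started with 40 uM arachidonic acid, 30 min at room temperature. Hydroperoxide measured by Fe-xylenol orange, 573/405 nm absorbance ratio.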
# LDHA inh = inhibitors of human lactate dehydrogenase A; P00338; purified LDHA, NADH/diaphorase-resazurin fluorescence; active compounds read low; activity change, % (values are at about 110 or 230 µM); 0.15% of 480,000 active; in the data active means activity change below about -30%; inconclusive means mostly about -25% to -30%;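 further: plate controls were DMSO wells for no effect and wells without enzyme for full effect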
#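 Resorufin fluorescence (ex540/em590), read at 0 and 20 min after diaphorase/resazurin addition, reports the NADH left after a 5 min room-temperature reaction of 2 nM human LDH5 with 0.06 mM NADH and 0.2 mM pyruvate.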
# Apoferritin bind = binds horse apoferritin like a general anesthetic | P02791 | apoferritin/1-aminoanthracene competitive binding, fluorescence | Potency, µM (titrated, usually from 77.5 µM), without a hit: at the highest dose activity change, negative = displacement, hits mostly inhibitors | 0.074% of 350,000 active | AID 485281; further: potency means the concentration at half of the fitted maximal effect; on the % scale 0 is the no-effect control and ±100 the full control effect; nearly all actives have a fitted effect of over 20% in size
# Target sequence (P02791 2-175 limits assumed): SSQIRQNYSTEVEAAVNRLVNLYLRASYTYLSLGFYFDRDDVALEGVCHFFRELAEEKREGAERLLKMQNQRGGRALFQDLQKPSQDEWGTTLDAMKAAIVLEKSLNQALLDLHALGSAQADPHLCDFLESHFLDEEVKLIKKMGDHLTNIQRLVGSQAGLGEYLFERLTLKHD
#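 Apoferritin-based anesthetic binding model; compound displacement of fluorescent 1-AMA measured as endpoint fluorescence after 10 minutes at room temperature, scaled to free-ligand and complex controls.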
# Pol kappa inh = DNA polymerase kappa (human) inhibition; AID 588579; purified Pol kappa, fluorescent DNA synthesis assay, 10 min; Potency, µM (series often up to 107 µM), for the others: at the top dose activity, negative = inhibition, usual class: inhibitors; 0.53% of 400,000 active; Q9UBT6; further: potency means the concentration at half of the fitted maximal effect; on the % scale 0 is the no-effect control and ±100 the full control effect
#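 Readout: fluorescence, taken kinetically at 0 and 10 min. Conditions: 10 nM Pol kappa, 15 min RT compound preincubation, 50 nM substrate final. Controls: enzyme-free buffer wells.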
# Numbers without * were called inactive; ? = inconclusive; / = no result given; & = joins results of further samples; [ ] = dose if it differs, or a comment. Unless noted, the call rests on the fitted dose curve; in most records, active means well fitted curve in the direction sought with a large enough effect; inconclusive means small, poorly fitted or top-dose-only effect, or another doubt; inactive means no such curve, though single readings can be large; an effect the other way counts as inactive or inconclusive. Only part of the results is shown; count on the stated rates, not on these rows.
Structure,RGS4 inhibitor,APEX1 inh,ERG-DNA inh,Pol beta inh,POLH inh,12-LOX inh,LDHA inh,Apoferritin bind,Pol kappa inh
Cc1ccc(S(=O)(=O)CCC(=O)N2CCN(c3ccc([N+](=O)[O-])cc3)CC2)cc1,-44%,-11%,1%,29%,4%,-17%,-2,-8%,-9%
Cc1nccc(-c2cccc(NC(=O)c3ccccc3Cl)c2)n1,15%,-5%,15%,9%,1%,0%,0,-8%,-2%
CCOc1nc2ccccc2cc1/C=C/C(=O)O,-3%,-4%,0%,15%,6%,-10%,5,136%[activator],7%
COc1ccc(Cc2nc3ccc(C(=O)NCCCN4CCN(C)CC4)cc3o2)cc1,1%,/,3%,15%,-17%,-16%,0,-42%,-12%[60.1 µM]
Cc1ccc(CCNC(=O)c2c3c(nc4ccccc24)C(=O)N(C2CCCCC2)C3)cc1,-20%,/,-1%,-2%,-1%,-16%,-2,-9%,23%
CC(=O)Nc1ccc(SCCCC(=O)c2ccccc2)cc1,-23%,34%,-9%,2%,1%,-57%,-8,-10%,-6%
CCC(=O)N1c2ccccc2CC1C(=O)NCCc1ccc(Cl)cc1 (centres undefined),6%,/,2%,-6%,-10%,-8%,0,31%[activator],-4%[60.1 µM]
CCOc1cc(N2CCOCC2)c(OCC)cc1NC(=O)Cn1cnc2c(=O)n(C)c(=O)n(C)c21,9%,1%,0%,5%,-19%,8%,-3,2%,1%
COC(=O)c1ccc2c(c1)NC1=C(C(=O)CC(C)(C)C1)C(c1ccncc1)N2 (centres undefined),6%,6%,16%,9%,3%,-15%,-2,1%,0%
COc1ccc(Cc2noc(CN3CCCC(C(=O)c4cccs4)C3)n2)cc1OC (centres undefined),13%,15%,-6%,43%,-15%,-15%,-5,-15%,-7%
CC1SCC(=O)N(CC(=O)NCCc2ccccc2)C1=O (centres undefined),-18%,-4%,12%,?,-4%,-26%,-11,-13%,4%
Nc1ccccc1SCC(O)Cn1ccc2ccccc21 (centres undefined),3%,23%,3%,-7%,-9%,/,4,-7%,-9%
COc1ccc(-c2c(C(C)=O)c(C)n(C)c2C)cc1,22%,3%,6%,10%,-2%,-5%,-4,-2%,-22%
CCn1c(C)nc2cc(C(=O)NNC(=O)CCC3CCCCC3)ccc21,-20%,3%,0%,19%,-10%,/,-3,-13%,-8%
COc1ccc(C2C(C(=O)N3CCC(C)CC3)c3ccccc3C(=O)N2C)cc1 (centres undefined),8%,9%,-5%,3%,1%,-19%,-7,-8%,-14%
COc1cccc(/C=N/NC(=O)CN2CC(c3ccccc3)CC2=O)c1OC (centres undefined),0%,18%,-1%,4%,-8%,11%,-12,-2%,-6%
CC(C)(C)[C@H]1COC(=O)[C@@H](Cc2ccc(F)cc2)CC/C=C/C[C@@H](CC(=O)N[C@H](CO)Cc2ccccc2)C(=O)N1,-5%,-4%,-2%,/,-20%,-11%,-3,/,6%
C=CCNC(=O)c1cc(Cl)ccc1[N+](=O)[O-],-7%,-5%,11%,27%,-1%,11%,-4,-9%,-8%
O=C(NNS(=O)(=O)c1ccc(Cl)cc1)NC1CCCCC1,-23%,8%,-9%,29%,-16%,18%,-5,?,0%
CCCN(C(=O)COC(=O)CC1CCCCC1)c1c(N)n(Cc2ccccc2)c(=O)[nH]c1=O,17%,1%,10%,/,14%,-25%,-16,/,-9%
CCOc1ccc(S(=O)(=O)c2c(C(=O)c3ccc(C)c(C)c3)cnc3ccccc23)cc1,14%,/,8%,3%,-15%,6%,-19,0%,-10%
Cc1[nH]c2ccccc2c1C(c1ccccc1)c1cccs1 (centres undefined),-6%,/,8%,28%,?,-20%,-5,58%[activator],-7%
Cc1cccc(NC(=S)N2CCCCCC2)c1C,9%,2%,2%,6%,9%,0%,-1,?,7%
COc1cccc(NC(=O)CSC2=NN3CCCC(=O)N=C3S2)c1,11%,9%,-2%,?,6%,-26%,3,3%,-15%
O=C(Nc1ccc2nc(C3CC3)n(Cc3ccc(F)cc3)c(=O)c2c1)c1ccco1,-2%,?,-3%,9%,-16%,25%,2,?,6%
Cc1ccc(-c2csc(NC(=O)C3CC(=O)N(Cc4ccco4)C3)n2)cc1 (centres undefined),-14%,-4%,14%,-1%,-13%,0%,0,-15%,-12%
CCC(=O)OCC(=O)Nc1ccc([N+](=O)[O-])cc1OC,2%,13%,-8%,68%,-2%,?,-5,-11%,-18%
O=C(O)c1nc(Cl)c(Cl)c(N/N=C/c2ccccc2C(F)(F)F)c1Cl,-12%,-8%,-19%,2%,-7%,-22%,-3,-5%,2%
COc1cc(CNCc2ccc(OC)c3ccccc23)cc(OC)c1OC,-8%,-9%,-3%,9%,-12%,?,-11,-7%,2%
C[C@@H]1CCC[C@H](C)N1Cc1nc(Cc2ccccc2Cl)no1,11%,6%,-12%,?,-4%,-5%,-4,-16%,-3%
Cc1ccc(OC(=O)CSc2nnc(CNC(=O)c3ccccc3)o2)cc1,2%,/,-5%,-12%,-15%,-10%,-1,-6%,-5%
COCC(=O)N1CCC(Oc2ccc(C(=O)N3C[C@@H]4CCC[C@H]3C4)cc2)CC1,36%,16%,0%,21%,-5%,-8%,-5,-10%,-4%
OC(COc1ccc2c(c1)CCC2)CN1CCN(c2ccccc2F)CC1 (centres undefined),6%,0%,/,-23%,-1%,3%,-1,-16%,-13%
COC(=O)CC#N,2%,-4%&2%,8%,/,1%,-4%,-13,/,3%
Cc1noc2ncnc(Nc3ccc(F)cc3)c12,-6%,/,-1%,-12%,-5%,2%,-5,5%,-14%[60.1 µM]
CCOC(=O)c1c(C)[nH]c(C)c1S(=O)(=O)NCCN1CCN(c2cc(Cl)ccc2C)CC1,-25%,-17%,-6%,0%,-18%,0%,2,-9%,11%
COc1ccc2cc(-c3cc(C(=O)OCC(=O)Nc4c(C)n(C)n(-c5ccccc5)c4=O)c4ccccc4n3)ccc2c1,0%,2%,-2%,-10%,-13%,?,1,-8%,-16%
CN(C)c1ccc(S(=O)(=O)NCC(=O)N2CCN(c3ccccc3)CC2)cc1[N+](=O)[O-],-1%,-7%,1%,/,-8%,-6%,-11,/,-10%
Cc1cc(Br)ccc1NC(=O)CN(C)C(=O)CN1C(=O)NC(C)(C2CC2)C1=O (centres undefined),-14%,3%,10%,/,-6%,-6%,-2,/,-18%
CCOc1ccc(NC(=O)c2c(C)oc3nc(C)nc(N4CCCC4)c23)cc1,-14%,/,4%,2%,-4%,-8%,-5,-18%,-5%
CCCCOc1ccccc1C1NC(=O)NC(C)=C1C(=O)OCCOCC (centres undefined),-1%,-1%,/,18%,6%,-10%[57.4 µM],-1,-12%,-8%
COc1cccc(-c2ncc3ccccc3c2COC(=O)c2ccco2)c1,6%,2%,-6%,/,-8%,-14%,-2,/,12%
O=C(N/N=C\c1cc(Br)c(Br)o1)C1COc2ccccc2O1 (centres undefined),-17%,?,-7%,?,-31%,0%,3,-5%,-23%
O=C(CCc1ccccc1)NNC(=O)COc1ccc(Br)cc1,-2%,23%[12.4 µM],-2%,?,11%,-2%,-4,-5%,?
O=c1c2ccccc2nc(/C=C/c2ccccc2)n1CCc1ccccc1,-14%,1%,-8%,12%,-8%,0%,-3,8%,-17%
CCOc1ccc(CN(C)C(=O)c2cc3ccccc3o2)cc1OC,10%,6%,-5%,-4%,-7%,-8%,-3,-16%,-8%
CCOC(=O)c1c(CSc2ccccc2)n(C)c2cc(Br)c(OC)c(O)c12,31%,39%,2%,7%,-20%,9%,-2,-4%,-2%
COc1c(C(=O)Nc2ccc(Cc3ccncc3)cc2)ccc2ccccc12,-12%,-11%,-2%,5%,-9%,18%,0,-3%,-8%
O=C(CCn1nnnc1CN1CCOCC1)N1CCC(c2ccccc2F)C1 (centres undefined),-8%,42%[activator],-3%,-14%,-8%,4%,0,-11%,7%
O=C(CSc1nc2c([nH]c3ccccc32)c(=O)n1-c1cccc(Cl)c1)NCC1CCCO1 (centres undefined),-24%,/,-3%,-2%,-5%,-7%,-1,3%,-4%[60.1 µM]
Cc1cc([N+](=O)[O-])nn1CC(=O)N1c2ccccc2CC1C (centres undefined),?,-4%,8%,12%,-14%,-17%,2,?,5%
COCc1c(C(=O)N/N=C/c2cccc3ccccc23)nnn1-c1nonc1N,7%,-6%,-1%,3%,2%,-2%,0,-10%,9%
CSc1ccc(NC(=O)N2CC=C(n3c(=O)[nH]c4ccccc43)CC2)cc1,16%,-4%,19%,?,-6%,-9%,-5,-15%,-2%
O=C(O)CC(NC(=O)C12CC3CC(CC(C3)C1)C2)c1cc([N+](=O)[O-])ccc1Cl (centres undefined),-2%,4%,2%,?,-5%,-21%,-5,1%,-20%
